High-throughput results as filed in PubChem.
KOR beta-arrestin-1: kappa opioid receptor activators – cell-based, luminescence, uHTS, primary screen (AID 1777); activation, % at 10 µM; hits with a dose series show EC50 in µM; KOR beta-arrestin recruitment, luminescence; higher % means a stronger effect; 280,000 compounds, 0.02% hits; in the data active = activation above about 50%, passing the limit was not always enough; also: a part of the inactive calls stands beside numbers as strong as those of hits
GPR35 arrestin U2OS: GPR35 antagonists blocking zaprinast-driven arrestin recruitment, primary screen, imaging, U2OS, beta-arrestin-GFP, zaprinast agonist (AID 2058); U2OS GPR35 beta-arrestin-GFP translocation imaging, zaprinast antagonism; higher % means a stronger effect; inhibition, % at 10 µM, or IC50 in µM where a hit was titrated; 290,000 compounds, 0.052% hits;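 active = inhibition of at least 50% with at least 30 cells and total cytoplasm GFP at most 10,000,000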
GPR55 beta-arrestin: selective activators of receptor GPR55 – imaging, U2OS cells, beta-arrestin-GFP redistribution, primary screen (AID 1961); 290,000 compounds, 0.048% hits; activation, % at 10 µM; hits with a dose series show EC50 in µM; U2OS GPR55 beta-arrestin-GFP redistribution imaging; higher % means a stronger effect;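 active = activation above 40% with more than 50 cells counted in the well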;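 also: U2OS osteosarcoma cells stably expressing GPR55 and beta-arrestin-GFP; plate controls were DMSO negative control for no effect and LPI positive control for full effect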
GPR55 antagonists: inhibition of LPI-stimulated GPR55 beta-arrestin translocation – imaging, U2OS, beta-arrestin-GFP, LPI agonist, primary screen (AID 2013); U2OS GPR55 beta-arrestin-GFP translocation imaging, LPI antagonism; higher % means a stronger effect; inhibition, % at 10 µM; hits with a dose series show IC50 in µM; 290,000 compounds, 0.13% hits;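 active = spots per cell inhibited over 60%, with over 100 cells counted and total cytoplasm intensity under 500,000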;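 also: U2OS cells stably carrying GPR55 and arrestin-GFP stimulated by 5 µM LPI near EC80; imaged beta-arrestin-GFP aggregate spots per cell after agonist stimulation; plate controls were LPI-stimulated DMSO wells for no effect and DMSO wells without LPI for full effect; some results filed as inactive read as strong as hits; confirmed hits need IC50 under 10 µM and bright autofluorescent wells are also inconclusive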
HEK293 NOD2/NF-kB: inhibition of NOD2-driven NF-kB reporter – cell-based, luminescence, uHTS, HEK293 (AID 1566); inhibition, % at 4 µM, or EC50 in µM where a hit was titrated; 290,000 compounds, 0.63% hits; HEK293 NOD2/NF-kB luciferase reporter, luminescence; higher % means a stronger effect; also: many of its hits are not listed in these tables
HIV fusion peptide: cell-free HIV fusion peptide-binding blockers – biochemical, uHTS, fluorescence dequenching, primary screen (AID 1986); 290,000 compounds, 0.3% hits; cell-free peptide binding, fluorescence dequenching, 30 min; higher % means a stronger effect; inhibition, % at 20 µM, or IC50 in µM where a hit was titrated; in the data active = inhibition mostly above about 52%, no sharp cut-off; inactive = mostly below about 76%; also: some results filed as inactive read as strong as hits
NOD1 inhibition: NOD1 signaling inhibitors, primary screen, cell-based, luminescence, uHTS (AID 1578). 290,000 compounds, 1% hits. NOD1-driven NF-kB luciferase reporter cells, luminescence; higher % means a stronger effect. inhibition, % at 4 µM; hits with a dose series show EC50 in µM; in the data active = inhibition mostly above about 36%, no sharp cut-off; inactive = mostly below about 34%;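 also: HEK-293T reporter cells stimulated with the NOD1 agonist gamma-tri-DAP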
KOR beta-arrestin-2: KOR antagonists, beta-arrestin recruitment, cell-based, luminescence, uHTS (AID 1778) | KOR beta-arrestin recruitment, luminescence, antagonist mode; higher % means a stronger effect | inhibition, % at 10 µM, or IC50 in µM where a hit was titrated | 290,000 compounds, 0.091% hits; also: strong numbers were not always called active
Myeloid diff 2: myeloid differentiation induction; ER-HoxA9 myeloid progenitors, lysozyme-GFP differentiation, flow cytometry; calls only at 10 µM; 360,000 compounds, 1% hits;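 active = normalized GFP-positive differentiation at or above the plate's own cutoff, the solvent-only control mean plus 3 SD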;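 also: cells exposed to compound for four days before flow analysis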
Myeloid diff 2 GFP+ MAC1+ %: recorded beside Myeloid diff 2, whose call it bears; GFP+ MAC1+ double positive, %; measured here: differentiation confirmed by MAC1 staining
Starred values were filed as active, the others as inactive; i = inactive; . = not tested or not shown; [ ] = another dose, or the depositor's remark. Rule as the data show it, unless noted: active = inhibition above about 50%; inactive = the rest. This is a subset; count on the stated rates, not on these rows.

SMILES	KOR beta-arrestin-1	GPR35 arrestin U2OS	GPR55 beta-arrestin	GPR55 antagonists	HEK293 NOD2/NF-kB	HIV fusion peptide	NOD1 inhibition	KOR beta-arrestin-2	Myeloid diff 2	Myeloid diff 2 GFP+ MAC1+ %
CC(=O)c1cccc(NC(=O)/C(=C/c2ccco2)NC(=O)c2ccco2)c1	-0.5%	0%	0.3%	12%	9%	0.1%	-3%	16%	i	1.2
O=C(O)c1ccccc1C(=O)c1ccc2c(c1)CCC2	3.0%	13%	0.0%	6%	-5%	2.2%	0%	-14%	i	0.8
CCOC(=O)C1C(=O)Nc2nc(C)nn2C1c1ccccc1 (centres undefined)	-1.7%	10%	-0.1%	-14%	-4%	-1.4%	-19%	10%	i	2.4
CCN(C(=O)c1cc2c(=O)n3cccc(C)c3nc2n1CCCOC)C1CCCCC1	5.8%	-12%	0.3%	-6%	9%	1.5%	-4%	-19%	i	4.3
CC(=O)N1CCOc2ccc(S(=O)(=O)Nc3ccc(C)cn3)cc21	-0.6%	4%	0.2%	6%	-3%	-1.2%	-21%	-16%	i	0.5
CC1(C)OC(=O)C(=CNC(=O)c2c(F)cccc2F)C(=O)O1	-9.0%	-15%	-0.1%	20%	10%	5.4%	-26%	6%	i	0.5
NC(=O)NC(=O)COC(=O)CCCCCNS(=O)(=O)c1ccc2c(c1)OCCO2	-2.1%	1%	0.3%	0%	6%	-1.3%	-31%	6%	i	0.3
O=C(NCCCN1CCOCC1)C(=O)NCc1ccco1	.	14%	-0.1%	10%	13%	-1.0%	-4%	-16%[20 µM]	i	0.5
Cc1cccc2cc(CN(CCCO)C(=O)Nc3ccc(Cl)cc3)c(=O)[nH]c12	-5.9%	1%	0.0%	-4%	22%	-0.4%	-12%	-12%	i	0.9
Cc1sc(NC(=O)c2ccco2)c(CN2CCN(c3ccccn3)CC2)c1C	2.5%	28%	-0.1%	2%	-24%	-1.0%	0%	3%	i	2.4
CN(CC(=O)NCCc1ccccc1)S(=O)(=O)c1ccccc1	-6.7%	-3%	0.2%	15%	23%	-1.6%	-22%	6%	i	0.5
Cc1c(NC(=O)CSc2ncn[nH]2)c(=O)n(-c2ccccc2)n1C	-2.4%	0%	-0.4%	19%	8%	-2.4%	-5%	16%	i	0.6
Cc1onc(-c2ccccc2Cl)c1C(=O)N/N=C(\N)COc1ccc(Cl)cc1	-3.5%	5%	-0.3%	-3%	12%	-0.9%	9%	-16%	i	2.3
Cc1ccc(NC(=O)c2cc(S(=O)(=O)N3CCOCC3)c(Br)s2)cc1	1.9%	-17%	0.8%	0%	25%	-1.2%	18%	.	i	0.6
COC(=O)Cc1csc(Nc2ccccc2)n1	-4.0%	-10%	-0.4%	9%	6%	1.0%	-10%	-13%	i	0.6
O=C(N/N=C/c1cccc([N+](=O)[O-])c1)c1ccc2nc[nH]c2c1	0.7%	4%	0.2%	0%	18%	-2.3%	13%	-1%	i	1.4
CCc1ccc(NC(=O)/C(C#N)=C\c2ccc(OC)c(C(=O)O)c2)cc1	.	-9%	0.6%	5%	13%	2.0%	-17%	-41%[20 µM]	i	0.4
CCn1c(CSc2nc(C)cc(C)n2)nnc1SCC(N)=O	0.8%	6%	-0.1%	15%	6%	0.0%	-36%	-44%	i	0.5
COc1ccc(Oc2nccc(-c3ccc(Cl)cc3)n2)cc1	8.8%	4%	-0.3%	7%	1%	-0.4%	-2%	-20%	i	0.6
COc1ccccc1C/C(N)=N/OC(=O)COc1cccc(C)c1C	-1.3%	0%	0.2%	9%	1%	-1.2%	-40%	10%[20 µM]	i	0.3
O=C(CO/N=C/c1ccccc1OC(F)F)NCc1ccco1	-2.4%	-7%	-0.1%	-4%	-2%	-0.4%	-3%	39%	i	0.7
COc1ccc(S(=O)(=O)N(Cc2cc3cc(C)ccc3[nH]c2=O)CC2CCCO2)cc1 (centres undefined)	-1.5%	13%	0.0%	7%	17%	4.6%	-57%	-1%	i	0.5
Cc1cc(C)nc(SCc2ccc(C(=O)N/N=C/c3ccccn3)cc2)n1	-5.5%	-7%	0.7%	-11%	14%	-1.2%	-12%	3%	i	2.1
Cc1cccc(C)c1NC(=O)CSc1nnc(-c2ccoc2C)n1CCc1ccccc1	-1.5%	-15%	-0.1%	5%	-3%	1.5%	0%	15%	i	0.2
CC(NC(=O)/C(=C\c1ccco1)NC(=O)c1ccccc1Br)C(=O)O (centres undefined)	3.9%	-7%	-0.5%	10%	6%	11%	-22%	-3%	i	0.3
Cc1ccc(S(=O)(=O)N(C)C)cc1NC(=O)c1n[nH]c(=O)c2ccccc12	-0.2%	-7%	-0.1%	3%	21%	-2.0%	2%	15%	i	0.4
Cc1c(-c2ccccc2Cl)nc2ccccc2c1C(=O)O	-1.3%	13%	0.2%	6%	10%	2.1%	-9%	14%	i	0.6
Cc1ccc(C(=O)Nc2c[nH]c(=O)[nH]c2=O)cc1	6.3%	3%	0.2%	-12%	-10%	-0.9%	-14%	-13%[20 µM]	i	0.7
COc1ccc(C2CC(=O)C(C(c3ccc(O)cc3)C3C(=O)CC(c4ccc(OC)cc4)CC3=O)C(=O)C2)cc1 (centres undefined)	-0.7%	-10%	-0.2%	1%	17%	8.0%	9%	5%	.	.
CN1CCN(Cc2nc(Cc3cccc(F)c3)no2)CC1c1ccccc1 (centres undefined)	3.6%	-1%	-0.1%	1%	.	-1.1%	.	10%[20 µM]	i	0.8

Full records as entered above. Order of screens: KOR beta-arrestin-1, GPR35 arrestin U2OS, GPR55 beta-arrestin, GPR55 antagonists, HEK293 NOD2/NF-kB, HIV fusion peptide, NOD1 inhibition, KOR beta-arrestin-2, Myeloid diff 2, Myeloid diff 2 GFP+ MAC1+ %
CC1(C)OC(=O)C(=CNC(=O)c2c(F)cccc2F)C(=O)O1 as listed: -9.0%, -15%, -0.1%, 20%, 10%, 5.4%, -26%, 6%, i, 0.5
CC(NC(=O)/C(=C\c1ccco1)NC(=O)c1ccccc1Br)C(=O)O (centres undefined) as listed: 3.9%, -7%, -0.5%, 10%, 6%, 11%, -22%, -3%, i, 0.3

The list goes on.
SMILES	KOR beta-arrestin-1	GPR35 arrestin U2OS	GPR55 beta-arrestin	GPR55 antagonists	HEK293 NOD2/NF-kB	HIV fusion peptide	NOD1 inhibition	KOR beta-arrestin-2	Myeloid diff 2	Myeloid diff 2 GFP+ MAC1+ %
CSc1nc2ccc(NC(=O)c3c(-c4ccccc4)noc3C)cc2s1	-2.9%	-10%	0.5%	19%	6%	-0.5%	5%	28%	i	0.6
CCOC(=O)C1=C(C)Nc2ccccc2N=C1N	1.7%	-7%	-0.2%	2%	-4%	1.0%	-49%	-11%	i	0.3
O=S1(=O)CCN2N=C(C34CC5CC(CC(C5)C3)C4)SC2=N1	-7.3%	3%	0.1%	17%	20%	0.9%	-20%	-16%	i	0.8
CC(NC(=O)C1CCN(c2nnc(N3CCCC3=O)s2)CC1)c1ccccc1 (centres undefined)	-3.2%	-5%	1.3%	-4%	8%	-1.9%	-23%	7%[20 µM]	i	3.4
CCCC(C)NC(=O)c1sc2nc3n(c(=O)c2c1C)CCC3 (centres undefined)	-4.4%	12%	0.1%	-8%	6%	-0.4%	-21%	-9%	i	0.7
CCc1ccc(OCC(=O)NNC(=O)c2cc3ccccc3o2)cc1	.	17%	-0.1%	3%	-6%	2.2%	2%	-12%[20 µM]	i	0.1
C=CCNC(=O)CN(c1ccccc1OCC)S(=O)(=O)c1ccc(C)cc1	3.4%	-7%	-0.1%	3%	3%	7.9%	5%	-50%	i	0.8
COc1ccc(C(CC(=O)O)NS(=O)(=O)c2ccc(C)cc2)cc1 (centres undefined)	3.1%	-3%	0.0%	5%	1%	0.5%	-16%	-49%	i	7.2
CCOC(=O)CSC(C)C(=O)Nc1nnc(C(C)C)s1 (centres undefined)	-2.6%	-6%	0.9%	2%	0%	2.4%	-19%	0%	i	8.9
CC(C)[C@H](NC(=O)OC(C)(C)C)c1nnc(SCC(=O)Nc2ccc(Br)cc2)o1	-2.3%	-15%	-0.1%	-8%	0%	-5.0%	-4%	-17%	i	1.9
Cc1ccc(CNS(=O)(=O)c2c(C(=O)N3CCCCCC3)c(C)n(C)c2C)cc1	0.8%	19%	0.1%	6%	-8%	-0.3%	6%	-7%	i	1.0
CCCCCC(=O)Nc1cccc(-c2nc3ncccc3o2)c1	0.9%	9%	0.3%	5%	-1%	-0.9%	-5%	-52%	i	10
CCN(CC)S(=O)(=O)c1ccc(OCC(=O)NCc2ccccc2)cc1	3.0%	4%	-0.1%	4%	-2%	-1.7%	-8%	-5%	i	1.2
CCCNC(=O)c1ccc2c(c1)C1C3CCC(C3)C1C(c1ccccc1)N2 (centres undefined)	3.7%	17%	0.0%	-2%	-1%	-2.9%	3%	-15%	i	0.5
COc1ccc(C2=CC(c3sccc3C)n3nnnc3N2)cc1 (centres undefined)	-1.9%	7%	-0.1%	-12%	-65%	2.1%	5%	-36%	i	1.4
O=C1CC(c2ccccc2)n2nc(NC(=O)c3ccccc3)nc2N1 (centres undefined)	4.2%	-12%	-0.1%	5%	-2%	-1.8%	-20%	-25%	i	1.3
Cc1ccc(NC(=O)c2ccccc2-c2cc(C)no2)cc1	10%	-4%	-0.2%	2%	-12%	1.2%	6%	4%	i	0.6
CCS(=O)(=O)C(C)(CCl)C(=O)Nc1ccc(C(=O)OC)cc1 (centres undefined)	.	8%	-0.1%	3%	8%	0.4%	-4%	-2%	i	0.2
O=C(COC(=O)CCC(=O)c1cccs1)Nc1ccccc1[N+](=O)[O-]	-5.0%	-4%	-0.3%	11%	9%	-0.1%	-44%	-8%	i	0.4
Cc1csc(CNC(=O)CC2C(=O)NCCN2Cc2ccc(F)cc2Cl)n1 (centres undefined)	3.7%	11%	-0.1%	16%	9%	6.2%	-16%	24%	i	3.8
O=C(Cc1ccc([N+](=O)[O-])cc1)Nc1cc(C(F)(F)F)cc(C(F)(F)F)c1	4.8%	1%	-0.2%	6%	5%	0.6%	6%	-13%	i	0.2
CCOC(=O)c1c(NC(=O)CN2CCOCC2)sc2c1CC(C)(C)OC2	7.7%	-7%	-0.1%	-15%	13%	-1.4%	4%	-3%	i	0.5
Cc1ccc(N(CC(=O)Nc2ccc(C)cc2C)S(=O)(=O)N2CCCC2)cc1	1.4%	4%	0.3%	2%	2%	1.1%	-5%	-18%	i	7.3
CCn1cc(C2=NOC(C(=O)Nc3ccccc3C(=O)OC)C2)c(C)n1 (centres undefined)	5.0%	-18%	-0.2%	8%	-4%	-0.8%	-17%	-28%	i	6.0
Cc1ccccc1OCC(=O)NCCN(C)C	-4.5%	3%	-0.2%	1%	-9%	7.7%	-2%	0%	i	0.1
Cc1cc(C)c(N(C(=O)CN2C(=O)c3ccccc3S2(=O)=O)C(C(=O)NCC2CCCO2)c2ccc(F)cc2)c(C)c1 (centres undefined)	4.7%	-2%	-0.3%	17%	-3%	-0.8%	-10%	4%	i	0.5
CN(CC(=O)NC1CCCCC1)S(=O)(=O)c1ccc(Cl)cc1	-2.6%	0%	0.5%	-3%	-25%	-0.9%	20%	-14%	i	0.8
